Bioassay records as filed in PubChem BioAssay.
SW480 rerep = DNA re-replication induction in SW480 cells; SW480 DNA re-replication, Hoechst DNA content imaging, 48 h; Potency, µM (titrated, usually from 46.1 µM), inactives show at the highest dose re-replication activation, hits mostly activators; 340,000 tested, 1.8% active; note: % of control where 0% means no effect; nearly all actives have a fitted effect of over 55% in size
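Treated cells incubate 48 hr (37 C, 5% CO2), are stained 40 min with Hoechst, and nuclear fluorescence is enumerated; a rise in nuclei with high DNA signal marks re-replication.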
TDP43 rescue = rescues yeast growth from TDP-43 toxicity. TDP-43 expressing yeast growth rescue, BacTiter-Glo, 24 h. Potency, µM (highest dose often 46.1 µM), without a hit: top-dose growth rescue (activation), most hits filed as activators. 410,000 tested, 1.8% active; note: % of control where 0% means no effect; nearly all actives have a fitted effect of over 50% in size
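Growth rescue of TDP-43-toxic yeast measured as ATP luminescence (BacTiter-Glo). Cells grown to mid-log in raffinose, induced in galactose at OD600=0.02, exposed to compound 24 hr at 30 deg C.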
KB-3-1 cytotox = KB-3-1 parental cell cytotoxicity; KB-3-1 viability, CellTiter-Glo ATP luminescence, 72 h; Potency, µM (doses to about 46.1 µM), without a hit: top-dose activity change, negative = cytotoxic, most hits filed as cytotoxic; 400,000 tested, 1.4% active; AID 1347075; note: % is set by controls: 0 for no effect and ±100 for the full control effect; nearly all actives have a fitted effect of over 60% in size
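Cytotoxicity in the drug-sensitive parental line KB-3-1 was scored as loss of CellTiter-Glo luminescence following 72 h incubation with compound. Values come from curve fitting of normalized concentration-response data.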
HEK293 tox = cytotoxicity counter-screen for GLP-1 receptor inverse agonists; 410,000 tested, 0.13% active; HEK293 cAMP-luciferase reporter cells, luminescence, 24 h; Potency, µM (doses to about 38.3 µM), for the others: at the highest dose activity change, negative = inhibition, most hits filed as inhibitors;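 note: loss of luciferase light is scored as toxicity; % is set by controls: 0 for no effect and ±100 for the full control effect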
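1536-well qHTS counterscreen of the MLSMR; 200 cells/uL, 12 h pre-incubation, 23 nL cpd, 24 h at 37 deg C 5% CO2, luciferase detection reagent, 12 min RT, luminescence. Inhibition = undesired.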
HT1080 IDH1KD tx = HT-1080 IDH1 knockdown cell toxicity (counter line); 360,000 tested, 2% active; AID 686971; HT-1080 IDH1 knockdown viability, ATP luminescence, 48 h; Potency, µM (doses to about 46.1 µM), for the others: at the top dose activity, negative = toxicity, hits mostly cytotoxic;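 note: 0% = DMSO wells and -100% = cell-free medium wells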
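Knockdown cells (IDH1KD HT-1080) received compounds 2 h after plating at 750 cells/well and were kept 48 h at 37 °C in 5% FBS RPMI. A CellTiter-Glo luminescence read gave % activity for curve fitting.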
GLP-1R agonist = agonists of human GLP-1 receptor; HEK293 GLP-1R CRE-luciferase, luminescence, 4-6 h; cells express a hypersensitive GLP-1R form; 380,000 tested, 0.007% active; AID 624172; Potency, µM (titrated, usually from 45.6 µM), without a hit: at the top dose activation, actives largely listed as activators; note: % of control where 0% means no effect
Target sequence (P43220 whole entry, looked up): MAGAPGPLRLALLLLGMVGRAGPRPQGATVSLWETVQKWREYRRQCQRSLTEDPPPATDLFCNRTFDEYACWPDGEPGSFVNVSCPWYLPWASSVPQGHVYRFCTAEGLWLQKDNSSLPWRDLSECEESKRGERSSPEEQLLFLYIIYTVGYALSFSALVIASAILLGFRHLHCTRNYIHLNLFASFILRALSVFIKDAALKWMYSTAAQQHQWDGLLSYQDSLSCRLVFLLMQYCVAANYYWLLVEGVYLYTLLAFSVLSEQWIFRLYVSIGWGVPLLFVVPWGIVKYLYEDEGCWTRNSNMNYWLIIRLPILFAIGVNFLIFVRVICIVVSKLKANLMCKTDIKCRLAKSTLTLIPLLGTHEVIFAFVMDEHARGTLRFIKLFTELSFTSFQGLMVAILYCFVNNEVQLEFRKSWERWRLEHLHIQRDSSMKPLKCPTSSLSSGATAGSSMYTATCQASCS
GLP1R inv ag = inverse agonists of human GLP-1 receptor; P43220; HEK293 GLP-1R CRE-luciferase, luminescence, 24 h; GLP-1R form is constitutively active; Potency, µM (top dose mostly 38.3 µM), for the others: at the top dose activity change, negative = inhibition, most hits filed as inhibitors; 410,000 tested, 1.6% active; AID 624417; note: % is set by controls: 0 for no effect and ±100 for the full control effect; nearly all actives have a fitted effect of over 55% in size
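Inverse agonism was detected as reduced cAMP-driven luciferase luminescence after 24 h compound treatment. The cells were HEK293 clones expressing constitutively active human GLP-1R with the reporter. Reporter-only and GPR119 cell lines served as counterscreen controls.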
KB-V1 MDR tox = kills drug-selected multidrug resistant KB-V1 cells | KB-V1 MDR cells viability, CellTiter-Glo, 72 h | Potency, µM (top dose mostly 46.1 µM), for the others: top-dose activity change, negative = cytotoxicity, usual class: cytotoxic | 400,000 tested, 3.4% active | AID 1347076; note: % is set by controls: 0 for no effect and ±100 for the full control effect; nearly all actives have a fitted effect of over 60% in size
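KB-V1, DMEM (no phenol red) + 10% FBS; cpd pin-transferred, titration series; 72 h, 37 degrees C; CellTiter-Glo, luminescence. Data normalized, curve-fit.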
HT1080NT lethal = kills 2HG-producing HT-1080-NT fibrosarcoma cells | Potency, µM (highest dose often 46.1 µM), for inactives: at the top dose activity, negative = less viability, actives largely listed as cytotoxic | HT-1080-NT fibrosarcoma viability, CellTiter-Glo ATP luminescence, 48 h | 360,000 tested, 1.6% active;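 note: NT is the 2HG producing partner of a matched IDH1 knockdown line; 0% = DMSO-treated cells and -100% = media-only wells without cells; nearly all actives have a fitted effect of over 55% in size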
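Fibrosarcoma NT cells, 750 per well in 5% FBS RPMI, were exposed to compound for 48 hours. Viability: CellTiter-Glo luminescence.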
An asterisk follows results filed as active; ? = inconclusive; . = not tested or not shown; [ ] = remark or other dose. Calls come from the whole dose curve; as a rule, active = well fitted curve in the direction sought with a large enough effect; inconclusive = small, poorly fitted or top-dose-only effect, or another doubt; inactive = no such curve, though single readings can be large; an effect the other way counts as inactive or inconclusive. Potency is the fitted concentration of half-maximal effect.

#	SMILES	HT1080NT lethal	KB-3-1 cytotox	KB-V1 MDR tox	TDP43 rescue	GLP-1R agonist	HEK293 tox	SW480 rerep	HT1080 IDH1KD tx	GLP1R inv ag
1	C[C@@H]1CN(Cc2nc(-c3ccc(Cl)cc3)no2)C[C@H](C)O1	-10%	-17%	-1%	-4%[0.397 µM]	21%	0%	-4%	-10%	?
2	O=C(NCCc1c[nH]c2ccc(Cl)cc12)c1ccc([N+](=O)[O-])cc1	-15%	-1%	16%	-3%	5%	22%	-3%	-2%	-18%
3	CCc1nc2scc(-c3cccs3)c2c(=O)o1	8%	1%	3%	-26%	2%	2%	-1%	4%	-7%
4	CCOC(=O)C(C)(C)Sc1nc2c(cnn2-c2ccc(C)cc2)c(=O)[nH]1	-10%	-3%	-22%	9%	1%	-4%	-7%[9.22 µM]	-2%	-24%
5	Cc1csc2ncnc(NCCc3ccccn3)c12	-20%	?	-13%	20%	18%	-18%	?	-20%	16%
6	COCC(=O)Nc1nnc(COc2ccc(Cl)cc2)s1	-11%	0%	7%	10%	2%	0%	-2%	-12%	11%
7	Cc1sc(NC(=O)C2C3CCC(C3)C2C(=O)O)c(C(N)=O)c1-c1ccc(C(C)(C)C)cc1 (stereo not given)	?	-30%	-1%	12%	1%	-18%	-4%	?	?
8	CCOc1ccc(-n2cnc3sc(C)c(C)c3c2=O)cc1	21%	-6%	18%	19%	2%	-7%	2%	14%	1%
9	O=C(C1CCC1)N1CCc2cc(S(=O)(=O)NCCCN3CCCCC3)ccc21	-16%	6%	-13%	-10%	4%	-12%	4%	3%	-27%
10	ONC(=Nc1ccccc1)c1ccc(Cl)cc1	5%	?	3%	13µM*	1%	-13%	-1%	5%	?
11	CCOc1ccc(CN(C)CC(=O)c2c(N)n(Cc3ccccc3)c(=O)n(CC)c2=O)cc1OC	-11%	-6%	?	0%	-4%	1%	10%	-10%	6%
12	CC(C)(C)C(=O)NCCc1nc(-c2ccccc2)no1	3%	-45%	-27%	13%	-6%	12%	0%	0%	-3%
13	COc1ccc(/C=N/NS(C)(=O)=O)c(OC)c1	14%	0%	14%	-3%	10%	18%	1%	11%	27%
14	CC(C)OCC(O)Cn1c(N2CCCC2)nc2c1c(=O)n(C)c(=O)n2C (stereo not given)	11%	11%	0%	-13%	-11%	3%	-5%	10%	13%
15	C[C@H](NS(=O)(=O)c1ccc2c(c1)OCCCO2)C(=O)N1CCN(Cc2ccc(C#N)cc2)CC1	-4%	?	5%	0%	-2%	6%	7%	-22%	-19%
16	Cc1nc2sc(C(N)=O)c(N)c2c2c1CCCC2	-22%	0%	21µM*	25%	-6%	17%	?	-4%	1.1µM*
17	CCOC(=O)N1CCN(Cc2nc3cc(NC(=O)CC)ccc3n2C)CC1	25%	8%	11%	5%	5%	6%	-7%	10%	-2%
18	COc1ccc(CNC(=O)Cn2c(=O)ccc3cc(S(=O)(=O)N4CCCC4)ccc32)cc1	.	0%	26%	8%	0%	7%	.	.	-5%
19	O=C(CNC(=S)NC(=O)c1cccc([N+](=O)[O-])c1)c1ccccc1	-24%	0%	-21%	6%	8%	-6%	2%	?	-2%
20	COc1ccc(CNC(=O)c2cc(-c3ccccc3OC)on2)cc1	6%	-1%	-5%	-7%	11%	-24%	-11%	16%	0%
21	CCCCC(=O)Nc1cccc(-c2csc(-c3ccccc3)n2)c1	-22%	0%	-13%	-17%[0.397 µM]	12%	-29%	?	?	?
22	FC(F)(F)c1ccc(-n2cn[nH]c2=S)cc1	16%	17%	17%	14%	-5%	0%	-42%	-2%	7%
23	NC(=O)NC(CC(=O)NCCCc1ccccc1)c1ccccc1Cl (stereo not given)	25%	4%	-5%	3%	1%	20%	-1%	18%	-12%
24	O=C(NC(=S)Nc1ccc(CN2CCOCC2)cc1)c1ccc(-c2ccc(Cl)cc2)o1	13%	0%	1%	13%	5%	5%	20%	3%	8%
25	CN(C(=O)COC(=O)c1ccccc1OCc1ccc(Cl)cc1)c1c(N)n(Cc2ccccc2)c(=O)[nH]c1=O	-30%	-7%	1%	0%	13%	-22%	?	-4%	?
26	COc1ccc(C(C)=O)cc1COc1ccccc1[N+](=O)[O-]	1%	-1%	0%	-5%	16%	-22%	-2%	-15%	-4%
27	COC(=O)c1c(NC(C)=O)sc(C(=O)Nc2ccccc2C)c1C	5%	14%	5%	6%	-2%	0%	-2%	10%	4%
28	O=S(=O)(CCN1CCOCC1)c1ccccc1	24%	2%	?	-4%	2%	-7%	-4%	8%	17%
29	COC(=O)CC1=C(C(=O)OC)C(c2cccc(OCC(N)=O)c2)C(C#N)=C(N)O1 (stereo not given)	1%	-1%	11%	-13%	-15%	10%	-3%	-6%	5%
30	CCCCn1cc([N+](=O)[O-])nc1C	12%	6%	20%	0%	1%	-2%	-4%	9%	1%
31	Cc1cc(NC(=O)c2c(Cl)cccc2Cl)no1	2%	3%	16%	4%	0%	5%	-23%	2%	8%
32	CCNC(=O)N(C)C[C@H]1N[C@@](C)(C(=O)OC)[C@H]2C(=O)N(C)C(=O)[C@@H]12	18%	14%	?	18%	-2%	1%	-4%	11%	14%
33	C/C(=C\c1ccccc1)C(=O)NCCCn1ccnc1	-6%	1%	-13%	-14%	-7%	4%	-1%	-4%	-4%
34	CCOc1ccc(NS(=O)(=O)c2ccc(C(=O)NC3CCC(O)CC3)cc2)cc1 (stereo not given)	-15%	-5%	-8%	-15%	9%	-6%	-4%	-26%	3%
35	CCCOc1c(Cl)cc(C(=O)Nc2ccc3c(c2)OCO3)cc1OCC	?	?	?	-19%	-4%	-24%	-1%[9.22 µM]	10µM*	?
36	O=C(CNC(=O)c1ccccc1C(F)(F)F)N/N=C/c1cccs1	14%	6%	?	7%	-7%	-2%	29%	7%	0%
37	COc1ccc(/C(C)=N/NC(=O)Cn2nc([N+](=O)[O-])cc2C)cc1	10%	9%	-6%	17%	-2%	?	-52%	-11%	21%
38	COc1ccc(-c2cccc(C(=O)Nc3cccc(C(=O)O)c3)c2)cc1	8%	20%	-14%	19%	-1%	-5%	-5%	15%	1%
39	CC(C)CCN1CC(C(=O)NCCC2=CCCCC2)CC1=O (stereo not given)	-4%	-4%	-7%	-14%	-5%	3%	-4%	-9%	1%
40	CCCCNC(=O)NS(=O)(=O)c1cnccc1Sc1ccc(Cl)cc1	4%	8%	-10%	2%	2%	4%	-11%	1%[9.24 µM]	14%
41	Cc1cccc(-c2cc(=O)c(C(=O)O)cn2-c2ccc(F)cc2F)c1	-1%	2%	-9%	-9%	-10%	21%	?	-6%	-12%
42	CN(C)NC(=O)c1ccc([N+](=O)[O-])s1	?	-8%	-1%	9%	-5%	1%	10%	0%	-4%
43	CCCn1cc(S(=O)(=O)c2ccccc2)c(=O)c2cc(CC)ccc21	13%	?	0%	-1%	10%	6%	2%	6%	0%
44	O=C(NCc1cccc(F)c1)c1cccc(OC2CCN(C(=O)C3CC3)CC2)c1	-21%	?	?	2%	-5%	-6%	3%	-11%	-51%
45	O=C(Cn1ccc2cc(S(=O)(=O)N3CCCC3)ccc21)NCc1ccccc1	0%	-2%	?	-6%	0%	2%	-4%	0%	12%
46	CC(=O)Nc1ccc(OCc2nnc(-c3ccc(Cl)cc3)o2)cc1	-8%	1%	8%	-19%[0.397 µM]	25%	6%	-11%	-5%	142%[activator]
47	CC(=O)Oc1ccc(-c2cccc(C(=O)N3CCCCC3)c2)cc1	7%	-15%	-19%	-16%[1.82 µM]	18%	-15%	-13%	14%	14%
48	C[C@H](O)[C@@H]1C(=O)N2CCc3ccc(-c4ccccc4)cc3[C@@H]2C[C@@H]1N(C)C(=O)NC1CCCCC1	0%	12%	-16%	25%	7%	2%	-27%[9.22 µM]	-12%	0%
49	CCn1c2ccccc2c2cc(C3C(C#N)=C(C)NC(C)=C3C#N)ccc21	-7%	26%	?	-13%	9%	-10%	4%	2%	?
50	CC1(C)CC(=O)C2=C(C1)Nc1cc3c(cc1C2c1ccc2c(c1)OCO2)OCO3 (stereo not given)	-12%	?	-8%	-8%	-6%	-7%	2%	-12%	1%

Remaining list, next part:
#	SMILES	HT1080NT lethal	KB-3-1 cytotox	KB-V1 MDR tox	TDP43 rescue	GLP-1R agonist	HEK293 tox	SW480 rerep	HT1080 IDH1KD tx	GLP1R inv ag
51	COc1ccc(-c2cnc(C)o2)cc1S(=O)(=O)Nc1c(C)cc(C)cc1C	.	-10%	8%	25µM*	.	-4%	.	.	-26%
52	Cc1ccc(NC(=O)C2CCC(=O)N2)cc1C (stereo not given)	14%	19%	23%	-8%	-1%	3%	-4%	3%	0%
53	COC(=O)c1sc(NC(=O)c2ccc(C)o2)nc1C	-23%	?	-6%	-25%	11%	52%[activator]	-10%	-29%	7%
54	S=c1sc2ccccc2n1CCc1ccncc1	0%	7%	-12%	8%	-7%	-14%	4%	9%	-1%

One compound at a time, from the list above. Values in the order: HT1080NT lethal	KB-3-1 cytotox	KB-V1 MDR tox	TDP43 rescue	GLP-1R agonist	HEK293 tox	SW480 rerep	HT1080 IDH1KD tx	GLP1R inv ag
COc1ccc(-c2cnc(C)o2)cc1S(=O)(=O)Nc1c(C)cc(C)cc1C across the screens: .	-10%	8%	25µM*	.	-4%	.	.	-26%
Cc1ccc(NC(=O)C2CCC(=O)N2)cc1C (stereo not given) across the screens: 14%	19%	23%	-8%	-1%	3%	-4%	3%	0%
S=c1sc2ccccc2n1CCc1ccncc1 across the screens: 0%	7%	-12%	8%	-7%	-14%	4%	9%	-1%
